Bioassay records (PubChem)
Rab9 promoter act: Rab9 promoter activation | Potency, µM (top dose mostly 9.22 µM), without a hit: top-dose activation, negative = inhibition, usual class: activators | Huh7 Rab9 promoter-luciferase reporter, luminescence, 24 h | AID 485297 | 320,000 compounds, 2.8% hits; also: potency is read from the fitted curve at half-maximal effect; % of control where 0% means no effect; nearly all actives have a fitted effect of over 60% in size
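Stable Rab9-luc Huh7, 1500 cells/well, 2 h settle; cmpd in DMSO, 24 h, 37 °C/5% CO2; luciferase reagent 10 min RT; luminescence.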
Menin MLL FP TR: menin-MLL binding inhibition, Texas Red mutant peptide | Menin + Texas Red MLL mutant peptide, fluorescence polarization | Potency, µM (top dose mostly 61.6 µM), inactives show at the top dose FP activity change, negative = inhibition, actives largely listed as inhibitors | 270,000 compounds, 0.23% hits | AID 1768; active = well fitted inhibition curve with a large enough effect in the polarisation, with a control signal flat, not every such curve was filed as active; inconclusive = small, poorly fitted or top-dose-only effect, or effect the other way, or a change in a side signal; inactive = no such curve, though single readings can be large or run the other way; the % refers to the polarisation; also: potency is read from the fitted curve at half-maximal effect; % of control where 0% means no effect; many of its hits are not listed in these tables
PKM2 act: activators of human pyruvate kinase M2. 260,000 compounds, 0.34% hits. Potency, µM (highest dose often 57.5 µM), inactives show at the top dose activation, actives largely listed as activators. purified PKM2, Kinase-Glo ATP luminescence, activation; response scale: 0% is enzyme alone, no compound; also: potency is read from the fitted curve at half-maximal effect; % is scaled to controls: 0 for no effect and ±100 for the full control effect; nearly all actives have a fitted effect of over 55% in size
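Kinase-Glo luminescence reports ATP generated from ADP (0.1 mM) and PEP (0.5 mM) by purified hPK-M2 after 1 h at room temperature, pH 7.2 imidazole buffer; intermediate enzyme activity allows detecting inhibitors and activators.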
NPC1 promoter act: NPC1 promoter activation | Huh7 NPC1 promoter luciferase reporter, 24 h | Potency, µM (doses to about 9.22 µM), for inactives: at the top dose activation, usual class: activators | 320,000 compounds, 2.4% hits | AID 485313;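 also: potency is read from the fitted curve at half-maximal effect; % of control where 0% means no effect; nearly all actives have a fitted effect of over 60% in size; reporter is driven by a mutant NPC1 promoter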
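In 1536-well qHTS, Huh7 cells harboring an NPC1 promoter–luciferase construct received compound for 24 h; activation was quantified by luminescence following luciferase reagent addition.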
FLuc counter: inhibits or activates purified firefly luciferase, miR-21 counter-screen. 360,000 compounds, 6.9% hits. purified FLuc, Km substrates, luminescence inhibition. Potency, µM (series often up to 57.5 µM), inactives show at the highest dose activity change, negative = inhibition, hits mostly inhibitors. P08659;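 also: potency is read from the fitted curve at half-maximal effect; plate controls were vehicle for no effect and reference inhibitor for full effect; nearly all actives have a fitted effect of over 55% in size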
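Purified P. pyralis luciferase, 10 nM final, with Km-level 10 uM D-luciferin and 10 uM ATP in 50 mM Tris acetate pH 7.5, 10 mM Mg acetate, 0.01% Tween-20, 0.05% BSA; 6-point qHTS titration about 60 µM downward; luminescence read.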
ELG1 repair inh: blocks ELG1-dependent DNA repair in HEK293T cells; HEK293T ELG1-luciferase reporter, luminescence, 16 h; DNA damage induced by 5-fluorouridine; Potency, µM (series often up to 46.1 µM), inactives show at the highest dose activity change, negative = inhibition, most hits filed as inhibitors; 330,000 compounds, 2.3% hits; AID 504467; also: potency is read from the fitted curve at half-maximal effect; % is scaled to controls: 0 for no effect and ±100 for the full control effect; nearly all actives have a fitted effect of over 55% in size
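Step one: seed 2,000 cells per well. Step two: pin-transfer compound or DMSO alongside 5-fluorouridine. Step three: incubate 16 hr, 37 °C, 5% CO2. Step four: add ONE-Glo, wait 30 min, read luminescence.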
RORgamma inh: inhibitors of mouse ROR gamma transcriptional activity | 310,000 compounds, 5.4% hits | Potency, µM (highest dose often 53.6 µM), for the others: at the highest dose activity change, negative = inhibition, actives largely listed as inhibitors | Drosophila S2 Gal4-RORgamma UAS-luciferase reporter, 20 h | P51450; also: potency is read from the fitted curve at half-maximal effect; % is scaled to controls: 0 for no effect and ±100 for the full control effect; nearly all actives have a fitted effect of over 60% in size
Target sequence (P51450 whole entry, looked up, the tested form may be a part): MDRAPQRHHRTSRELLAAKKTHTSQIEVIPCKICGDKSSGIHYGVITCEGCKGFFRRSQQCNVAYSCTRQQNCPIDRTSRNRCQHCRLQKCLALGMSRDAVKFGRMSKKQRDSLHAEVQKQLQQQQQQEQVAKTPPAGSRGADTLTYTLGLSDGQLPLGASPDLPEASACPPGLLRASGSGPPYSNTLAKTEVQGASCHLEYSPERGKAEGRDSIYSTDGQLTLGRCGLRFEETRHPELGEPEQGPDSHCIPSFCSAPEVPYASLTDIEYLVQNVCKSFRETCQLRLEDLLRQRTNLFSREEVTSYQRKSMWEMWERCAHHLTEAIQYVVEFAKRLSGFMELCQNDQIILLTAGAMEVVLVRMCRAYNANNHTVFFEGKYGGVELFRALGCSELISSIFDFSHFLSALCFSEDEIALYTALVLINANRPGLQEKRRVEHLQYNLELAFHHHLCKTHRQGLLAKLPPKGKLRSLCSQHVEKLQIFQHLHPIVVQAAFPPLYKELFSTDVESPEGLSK
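Drosophila S2 cells stably expressing Gal4-DBD/mouse RORγ fusion under metallothionein promoter plus UAS-luciferase; compound 1 h, then 700 uM CuSO4 induction for 20 h at ambient temperature; inhibition read as reduced luminescence.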
KCNH2 3.1 inh: blocks the human KCNH2 3.1 channel isoform. U2OS KCNH2 3.1, thallium flux FluxOr; stronger effect = lower value. 340,000 compounds, 0.95% hits. activity change, % (tested at about 1.8 µM);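 active = maximum activity change below -70%; inconclusive = maximum activity change from -70% to -50%; inactive = maximum activity change above -50%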;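 also: thallium influx rate constant from kinetic fluorescence after stimulation buffer; % is scaled to controls: 0 for no effect and ±100 for the full control effect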
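Steps: virus added to U2OS suspension (4 h, RT, dark); medium with 10% FBS added, cells plated, 37 C overnight; FluxOr/Red40 loading buffer 45 min RT; stimulation buffer, 2 min kinetic read; rate constant normalized.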
Gal4-VP16 FLuc: Gal4-VP16 reporter inhibition counter-screen. Potency, µM (titrated, usually from 53.6 µM), for inactives: top-dose activity, negative = inhibition, most hits filed as inhibitors. 310,000 compounds, 3.5% hits. Drosophila S2 Gal4-VP16 UAS-luciferase, luminescence, 20 h;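 also: Gal4-VP16 expression switched on by copper sulfate through the metallothionein promoter; potency is read from the fitted curve at half-maximal effect; % is scaled to controls: 0 for no effect and ±100 for the full control effect; nearly all actives have a fitted effect of over 50% in size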
Mito fusion yeast: blocks mitochondrial division or promotes mitochondrial fusion. Potency, µM (series often up to 46.1 µM), for inactives: top-dose growth rescue (activation), most hits filed as activators. S. cerevisiae fusion-defective mutant growth rescue, CellTiterGlo 48 h. 320,000 compounds, 0.23% hits;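 also: potency is read from the fitted curve at half-maximal effect; % of control where 0% means no effect; nearly all actives have a fitted effect of over 45% in size; temperature-sensitive fusion mutants such as fzo1-1 at 37 °C on non-fermentable ethanol glycerol medium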
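Read-out: ATP-based luminescence (CellTiterGlo, 10 min ambient) reporting growth of fusion-defective ts yeast after 48 hours at 37C on glycerol/ethanol YPEG medium in the presence of compound.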
MBNL1 CUG block: MBNL1-poly(CUG) RNA binding inhibition. AID 2675. Potency, µM (titrated, usually from 57.5 µM), inactives show at the highest dose activity change, negative = inhibition, usual class: inhibitors. 280,000 compounds, 0.036% hits. TR-FRET MBNL1-His/biotin-(CUG)12 binding, 665/545 ratio. Q9NR56; active = well fitted inhibition curve with a large enough effect in the signal ratio, with a control signal flat, not every such curve was filed as active; inconclusive = small, poorly fitted or top-dose-only effect, or effect the other way, or a change in a side signal; inactive = no such curve, though single readings can be large or run the other way; the % refers to the signal ratio; also: potency is read from the fitted curve at half-maximal effect; % is scaled to controls: 0 for no effect and ±100 for the full control effect
Target sequence (Q9NR56 whole entry, looked up): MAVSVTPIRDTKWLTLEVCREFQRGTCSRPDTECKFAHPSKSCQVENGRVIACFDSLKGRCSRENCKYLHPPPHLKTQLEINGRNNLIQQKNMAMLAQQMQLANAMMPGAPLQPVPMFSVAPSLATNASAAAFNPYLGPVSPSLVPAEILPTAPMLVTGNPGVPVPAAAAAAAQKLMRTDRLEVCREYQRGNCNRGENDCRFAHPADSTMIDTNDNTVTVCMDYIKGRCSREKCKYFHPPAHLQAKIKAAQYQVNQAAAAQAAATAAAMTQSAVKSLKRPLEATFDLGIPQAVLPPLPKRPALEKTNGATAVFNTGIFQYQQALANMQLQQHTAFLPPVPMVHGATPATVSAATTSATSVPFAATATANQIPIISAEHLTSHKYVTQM
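Inhibition of protein-RNA binding appears as loss of TR-FRET between terbium anti-His antibody on MBNL1-His and streptavidin-XL665 on biotin-(CUG)12. Activity is normalized to buffer-only and uninhibited-complex controls.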
Active calls of the source: *; ? = inconclusive; . = no result given; [ ] = dose if it differs, or a comment. Unless noted, calls follow the shape of the dose curve; as a rule, active = well fitted curve in the direction sought with a large enough effect; inconclusive = small, poorly fitted or top-dose-only effect, or another doubt; inactive = no such curve, though single readings can be large; an effect the other way counts as inactive or inconclusive. Not all compounds are listed. The share of hits here may be higher or lower than overall.

SMILES	Rab9 promoter act	Menin MLL FP TR	PKM2 act	NPC1 promoter act	FLuc counter	ELG1 repair inh	RORgamma inh	KCNH2 3.1 inh	Gal4-VP16 FLuc	Mito fusion yeast	MBNL1 CUG block
Cc1cccc(NC(=O)CSc2nnc(NC(=O)c3ccc(S(=O)(=O)N4CCOCC4)cc3)s2)c1C	-3%	4%	1%	4%	?	?	4%	.	-7%	-4%	.
CN(NC(=O)/C=C/C(=O)O)c1ncc(C(F)(F)F)cc1Cl	0%	-9%	20%	4%	-3%	0%	-93%	.	1%	14%	.
C=CCC(O)(CC=C)C(C)N (stereo unspecified)	-2%	1%	5%	-2%	-2%	12%	2%	-10	-6%	0%	-4%
COc1ccc(NC(=O)C2CCCN2C(=O)Nc2ccccc2)cc1OC (stereo unspecified)	3%	-1%	-3%	-5%	0%	15%	9%	3	-5%	-4%	2%
CC(C)(C)c1ccc(C(=O)NCCC(=O)N2CCN(c3ncccn3)CC2)cc1	-4%	.	2%	0%	?	-7%	2%	-16	1%	2%	-2%
Cc1nn(-c2ccccc2)c(-n2cccc2)c1C(=O)O	-6%	15%	-6%	1%	-1%	8%	7%	24	4%	-3%	?
O=C(Oc1ccc2c(=O)c(Oc3ccc4ccccc4c3)coc2c1)c1ccco1	1%	-16%	1%	0%	-12%	3%	-9%	0	-5%	?	0%
CCOc1ccc2[nH]c3c(N4CCC5(CC4)OCCO5)ncnc3c2c1	0%	.	-2%	-14%	?	?	-2%	-7	5%	-2%	.
C=CCNC(=S)N/N=C/c1ccccc1OCCOc1ccccc1	-2%	-18%	-3%	0%	2%	16%	2.5µM*	3	5µM*	-19%	-2%
COc1ccc(-c2cc(=O)[nH]c(NCc3ccccc3)n2)cc1	3%	49%[activator]	-3%	-4%	-2%	-18%	-4%	4	-17%	-1%	?
O=S(=O)(Nc1cccc(-c2cn3c(n2)SCC3)c1)c1ccc(F)cc1F	5%	.	11%	-1%	-5%	0%	?	-5	-4%	8%	-6%
COC(=O)COc1ccc(NC(=O)c2ccco2)cc1	3%	.	-12%	-1%	24µM*	?	10%	-14	3%	4%	0%
COc1cccc(NC(=O)N2CCCC2C(=O)Nc2ccc3c(c2)OCCO3)c1 (stereo unspecified)	17%	10%	.	-2%	4%	-7%	14%	-1	-20%	1%	-2%
COc1ccc(-c2nnn(CC(=O)Nc3ccc4c(c3)OCCO4)n2)cc1OC	-4%	.	.	-4%	6%	0%	.	27	.	-4%	.
O=C(Cc1ccc(Br)cc1)N1CCN(C(=O)c2ccco2)CC1	-1%	-5%	-1%	-5%	-2%	4%	13%	-11	-12%	6%	-3%
O=C(NNC(=O)C1CC(c2cccnc2)=NO1)Nc1ccccc1F (stereo unspecified)	-5%	-3%	2%	-5%	-3%	-9%	-11%	8	-7%	0%	.
CC1(C)CC(=O)C2=C(C1)c1c(ccc3ccccc13)NC2c1ccc(C(=O)O)cc1 (stereo unspecified)	-1%	?	.	-3%	1%	17%	0%	-17	1%	-7%	20%
COc1ccc(C(=O)N2CCC(C(=O)c3c(C)cc(C)cc3C)CC2)cc1	2%	.	-3%	-1%	0%	?	15%	-16	6%	-5%	-11%
CCCCn1c(=O)c(C(=O)c2ccccc2)nc2ccccc21	16%	-5%	-3%	-5%	2%	-8%	29%	-3	-5%	6%	?
CC(C)C(OC(=O)c1nsc(Cl)c1Cl)C(=O)NCc1ccc2c(c1)OCO2 (stereo unspecified)	-5%	15%	3%	-1%	2%	5%	9%	-1	0%	6%	0%
O=C(NCCCN1CCCC1=O)c1cccc(S(=O)(=O)N2CCCCC2)c1	-1%	.	.	5%	-1%	11%	.	-3	.	-1%	.
CCOc1ccc(Nc2cc(=O)n(C)c(=O)n2C)cc1	5%	-12%	-1%	-5%	1%	-7%	1%	5	-3%	-1%	-8%
Cc1ccc(S(=O)(=O)NC2CCCc3ccccc32)cc1C (stereo unspecified)	-4%	-1%	2%	1%	0%	-15%	29%	-26	-3%	1%	-2%
COCCn1c(SCC(=O)Nc2c(C)n(C)n(-c3ccccc3)c2=O)nnc1-c1ccncc1	-2%	.	.	0%	6%	23%	.	16	.	-2%	.
CCCCSc1nnc2c(n1)OC(C(=O)c1ccccc1)Nc1ccccc1-2 (stereo unspecified)	3%	-1%	2%	-1%	-15%	9%	35%	.	-2%	0%	11%
CCOCCOc1nc2c(c(=O)n(C)c(=O)n2C)n1CCc1ccccc1	1%	-27%	10%	-6%	1%	?	34%	-10	2%	1%	-15%
c1ccc(CN2CCN(c3nc4ccccc4c4ccccc34)CC2)cc1	-4%	7%	1%	2%	0%	-17%	-9%	-24	-6%	13%	3%
CCOc1cc(/C=N/NC(N)=O)ccc1OCC(=O)Nc1ccc(C)c(C)c1	-8%	-4%	-1%	-1%	-11%	?	-3%	15	-5%	11%	-5%
Cn1ncc([N+](=O)[O-])c1C(=O)Nc1ccccc1Cl	3%	4%	0%[11.5 µM]	6%	-2%	-4%	-42%	-1	-4%	-2%	26%
CCC(=O)N1c2ccccc2NC2=C(C(=O)CCC2)C1c1ccc(N(C)C)cc1 (stereo unspecified)	?	-5%	4%	-3%	-4%	?	17%	13	-1%	0%	-9%
CC(C)Sc1nnc(-c2ccc(S(=O)(=O)N3CCOCC3)cc2)n1C	-2%	-16%	0%	1%	1%	12%	10%	6	6%	-7%	-3%
O=C(NCCCn1ccnc1)c1cccnc1	0%	-8%	2%	2%	1%	-2%	11%	5	1%	-5%	-8%
CCOC(=O)c1cc(-c2ccccc2)sc1NC(=O)C(C)Sc1nnc(C)s1 (stereo unspecified)	0%	19%	2%	0%	0%	?	?	-20	-4%	?	.
Cc1cc(C)c(C)c(C(=O)COC(=O)CNC(=O)CNC(=O)c2ccco2)c1C	2%	-5%	0%	3%	-1%	-10%	-19%	-21	-4%	1%	5%
CC(C)NC(=O)CN1C(=O)NC(CCc2ccccc2)C1=O (stereo unspecified)	2%	-1%	-2%	-7%	7%	-4%	31%	-1	1%	-2%	1%
CCOC(=O)N1CCC(=NNC(=O)NC2CCCCC2)CC1	14%	-14%	1%	0%	4%	-4%	6%	9	-16%	-4%	-2%
Clc1ccc(Cn2c(-c3cccnc3Cl)nc3ccccc32)c(Cl)c1	-5%	?	-8%	-4%	4%	0%	-26%	-15	-2%	2%	-8%
CSc1cccc(NC(=S)N(C(C)C)C(C)c2ccccn2)c1 (stereo unspecified)	-8%	?	9%	0%	0%	13%	22µM*	-15	0%[10 µM]	-1%	-14%
COc1ccc(-c2nc3c(c(=O)[nH]c(=O)n3Cc3ccccc3)n2CCO)cc1	-4%	?	-2%	2%	2%	-18%	15%	-3	7%	16%	6%
COc1ccc(C(=O)NNC(=S)NC(=O)c2ccccc2[N+](=O)[O-])cc1	-3%	-1%	3%	-1%	-18%	-8%	?	2	-2%	8%	?
CC1CCCCC1NC(=O)C(=O)NCC1CCCO1 (stereo unspecified)	10%	4%	3%	2%	-2%	?	?	12	20%	-1%	16%
COCCNC(=O)c1nn(-c2cc(OC)cc(OC)c2)c(=O)c2ccccc12	0%	?	8%	-1%	0%	?	?	-8	-20%	20%	-8%
CC(C)(C)Cc1nc2ccccc2n1CCc1ccccc1	3%	?	11%	1%	5%	-6%	7.9µM*	-41	16µM*	20%	12%
O=C(NCc1nc2ccccc2[nH]1)C1=C[C@H](c2csc3ccccc23)C[C@H](OCc2ccc(CO)cc2)O1	-8%	.	2%	-3%	-2%	?	-17%	3	-15%	-18%	3%
Cc1ccccc1-c1nc(CN2CCC(C(=O)NC3CC3)CC2)c(C)o1	2%	-27%	.	9%	1%	-3%	-25%	2	3%	-8%	5%
CCCCCCCCC(=O)Nc1cc(C)ccc1OC	-3%	-12%	12%	-1%	-2%	-13%	?	-1	-8%	6%	-2%
